Screening results as filed in PubChem BioAssay.
DRD3 agonist: D3 dopamine receptor (human) agonism | P35462 | D3R DiscoveRx beta-arrestin cells, luminescence, 90 min | max activation, % | hit rate 0.58% among 410,000; in the data active = max activation above about 30%; also: 0% is about no effect; mostly tested at two doses, the higher about 12 µM
Target sequence (P35462 whole entry, looked up): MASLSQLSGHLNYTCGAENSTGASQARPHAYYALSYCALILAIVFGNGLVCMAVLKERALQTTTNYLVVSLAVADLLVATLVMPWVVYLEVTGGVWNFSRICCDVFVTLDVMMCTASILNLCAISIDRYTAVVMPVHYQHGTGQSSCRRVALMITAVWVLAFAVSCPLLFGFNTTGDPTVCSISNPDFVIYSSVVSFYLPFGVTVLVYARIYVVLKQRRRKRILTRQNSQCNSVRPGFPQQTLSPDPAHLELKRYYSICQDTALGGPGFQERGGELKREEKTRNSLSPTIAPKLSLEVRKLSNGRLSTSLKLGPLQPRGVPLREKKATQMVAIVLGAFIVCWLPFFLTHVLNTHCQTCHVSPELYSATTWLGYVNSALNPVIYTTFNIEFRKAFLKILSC
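Agonist-mode cell screen: cells plated at 1500/well and incubated overnight at 37 °C, then exposed to library compounds for 90 min at 37 °C. Detection reagent was added for 30–60 min at room temperature, and luminescence was read.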
DRD3 antagonist: antagonists of human D3 dopamine receptor | D3R cells, DiscoveRx beta-arrestin luminescence, antagonist mode; stronger effect = lower value | P35462 | hit rate 2.5% among 360,000 | max response, negative = inhibition, %; in the data active = max response below about -50%; inconclusive = no clear call, values can overlap the other calls; also: % is scaled to controls: 0 for no effect and ±100 for the full control effect; mostly tested at two doses, the higher about 12 µM
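Cells expressing the human receptor were seeded at 1500 cells/well, incubated overnight at 37 degrees C in 5% CO2, then exposed to library compounds with dopamine controls for 90 minutes at 37 degrees C before luminescent detection.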
aSyn yeast inh: rescues yeast growth from alpha-synuclein toxicity; Yeast expressing alpha-synuclein, growth rescue, BacTiter-Glo, 24 h; Potency, µM (top dose mostly 46.1 µM), for inactives: at the top dose growth rescue (activation), usual class: activators; hit rate 0.14% among 370,000; also: potency is read from the fitted curve at half-maximal effect; % of control where 0% means no effect; nearly all actives have a fitted effect of over 65% in size
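Galactose-induced alpha-syn yeast (OD600=0.02, raffinose-pregrown) + pinned cpd, 24 hr, 30 deg C; growth by BacTiter-Glo luminescence. Growth restoration scores as activation.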
TDP-43 yeast inh: inhibitors of TDP-43 toxicity in yeast. TDP-43 expressing yeast growth rescue, BacTiter-Glo, 24 h. Potency, µM (highest dose often 46.1 µM), for the others: at the top dose growth rescue (activation), hits mostly activators. hit rate 1.8% among 410,000. AID 652104; also: potency is read from the fitted curve at half-maximal effect; % of control where 0% means no effect; nearly all actives have a fitted effect of over 50% in size
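Luminescence from BacTiter-Glo reports growth of TDP-43-expressing yeast after 24 hr at 30 deg C with compound. Cells were raffinose-pregrown to mid-log, then seeded in galactose medium at OD600=0.02.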
EPAC2 agonist: activates human EPAC2 exchange factor | AID 720711 | EPAC2 activation, biochemical qHTS; response scale: 100% = 6.5 mM cAMP response | hit rate 0.079% among 360,000 | Q8WZA2 | Potency, µM (doses to about 154 µM), without a hit: at the top dose activation, most hits filed as activators; also: potency is read from the fitted curve at half-maximal effect; nearly all actives have a fitted effect of over 50% in size
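Nucleotide exchange monitored as fluorescence drop when BODIPY-GDP leaves Rap1B. Reaction: 100 nM EPAC2, 250 nM RAP1B-BODIPY-GDP, 50 uM GDP, room temperature, kinetic read over 30 min. Activity expressed relative to 6.5 mM cAMP.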
EPAC2 antagonist: EPAC2 (human) antagonism. EPAC2 GEF exchange of Rap1B-BODIPY-GDP, fluorescence. Q8WZA2. hit rate 0.18% among 360,000. Potency, µM (titrated, usually from 114 µM), without a hit: at the highest dose activity, negative = inhibition, most hits filed as inhibitors; also: potency is read from the fitted curve at half-maximal effect; % is scaled to controls: 0 for no effect and ±100 for the full control effect; nearly all actives have a fitted effect of over 45% in size; many of its hits are not listed in these tables
Abeta yeast res: compounds reversing amyloid beta toxicity in yeast; yeast expressing A-beta42, growth rescue, OD600, 48 h; response scale: 0% DMSO, 100% iron-clioquinol control; Potency, µM (series often up to 46.1 µM), inactives show top-dose growth rescue, actives largely listed as activators; hit rate 0.063% among 410,000; also: potency is read from the fitted curve at half-maximal effect; nearly all actives have a fitted effect of over 55% in size
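Yeast A-beta toxicity model in growth medium with pinned compounds, 48 h at 30 C; growth read as absorbance at 600 nm. Normalized to FeCl3/clioquinol equimolar mix (positive) and DMSO (negative).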
FUS yeast rescue: FUS proteinopathy suppression in yeast; AID 1347120; hit rate 0.24% among 390,000; Potency, µM (doses to about 76.6 µM), inactives show at the highest dose growth rescue (activation), most hits filed as activators; S. cerevisiae FUS-expressing, growth rescue, OD600, 24 h;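 also: potency is read from the fitted curve at half-maximal effect; plate controls were DMSO vehicle for no effect and reference control for full effect; nearly all actives have a fitted effect of over 55% in size; some results filed as inactive show a strong effect at the top dose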
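Steps: raffinose overnight preculture; dilution to OD 0.005 in 2% galactose minimal medium; compound addition (concentration series); 24hr at 30C, 99% humidity; absorbance read at 600 nm.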
* marks the source's active call; other numbers are inactive results; ? = inconclusive; / = not tested or not shown; [ ] = dose if it differs, or a comment. Unless noted, calls follow the shape of the dose curve; as a rule, active = well fitted curve in the direction sought with a large enough effect; inconclusive = small, poorly fitted or top-dose-only effect, or another doubt; inactive = no such curve, though single readings can be large; an effect the other way counts as inactive or inconclusive.

smiles	TDP-43 yeast inh	EPAC2 agonist	aSyn yeast inh	DRD3 antagonist	EPAC2 antagonist	FUS yeast rescue	DRD3 agonist	Abeta yeast res
O=C(c1ccco1)N1CCN(C(=O)C2CCCN(S(=O)(=O)c3cccc4nsnc34)C2)CC1 (stereo not given)	-18%	3%	2%	-7	7%	19%	4	-14%
COc1ccccc1Nc1ccc(S(=O)(=O)N2CCCCC2)cc1[N+](=O)[O-]	3%	1%	2%	-6	-11%	-1%	-7	15%
O=C(CSc1nnc(Cc2ccccc2)n1-c1ccc(F)cc1)N1CCOCC1	-30%[inhibitor]	1%	2%	18	8%	7%	6	3%
COC(=O)c1ccc(NC(=O)C2CC2)o1	29%	2%	1%	7	9%	-16%	2	18%
CCNC(=O)CC1C(=O)N(c2cccc(OC)c2)C(=O)N1Cc1ccc(OC)c(OC)c1 (stereo not given)	0%	/	/	/	/	-25%	7	3%
CCC1Sc2ccc(S(=O)(=O)CCC(=O)Nc3ccc(OC(F)(F)F)cc3)cc2NC1=O (stereo not given)	9%	-13%	-5%	-9	2%	-19%	1	-1%
CCn1nnnc1SCC(=O)Nc1ccc(F)cc1	-18%	11%	-2%	-9	4%	9%	-3	-10%
CC(C)CC(=O)c1c(O)c(C=O)c(O)c2c1O[C@@]1(C)[C@@H](C2)C[C@H]2C[C@@H]1C2(C)C	21%	-3%	1%	26	16%	-26%	15	3%
O=C(c1ccc(OC2CCN(Cc3cccc(F)c3)CC2)cc1)N1CCCCC1	17%	0%	-7%	3	6%	/	-27	1%
Cn1cnnc1Sc1nc2c(c(=O)n(C)c(=O)n2C)n1C	6%	3%	11%	18	12%	0%	1	14%
CC1CC1C(=O)OCC(=O)N(C)CC(=O)Nc1ccc(F)cc1 (stereo not given)	4%	6%	-2%	13	-17%	-14%	2	-6%
CC(C)c1nc(SCC(=O)NC2CCCC2)c2ccccc2n1	-2%	0%	-1%	3	2%	3%	3	-3%
CN1CCCCC1=NCCCn1cnc2c1c(=O)n(C)c(=O)n2C	-14%	5%	-3%	5	-6%	9%	0	0%
Oc1cc(NCc2ccc(F)cc2)cc2cccnc12	/	6%	/	/	-6%	-6%	/	-10%
CCC(C)c1ccccc1OCCCN(C)Cc1ccccc1 (stereo not given)	-5%	-4%	0%	-60*	-1%	20%	-16	15%
CCc1c(OC(C)=O)c2ccccc2n(C)c1=O	1%	11%	-4%	-5	-26%	/	-4	-9%
Cc1cccc(C(=O)N2CCc3cc(CNS(=O)(=O)c4cccs4)ccc32)c1	?	/	/	/	/	33%	5	6%
Cc1ccccc1S(=O)(=O)N1C[C@H]2CON(C)[C@H]2C[C@H]1c1cccc(-c2ccc(C#N)cc2)c1	?	9%	10%	1	-8%	31%	-1	-1%
O=C(COC(=O)c1ccc(F)c(S(=O)(=O)N2CCOCC2)c1)c1ccccc1	7%	0%	4%	34	1%	-22%	-5	-6%
Cc1cccc(C#CC2=CC(=O)CC(C)(C)C2)c1	28%	13%	?	16	2%	-3%	1	5%

Another view of some results above:
SMILES: CCC1Sc2ccc(S(=O)(=O)CCC(=O)Nc3ccc(OC(F)(F)F)cc3)cc2NC1=O (stereo not given)
  TDP-43 yeast inh = 9%	EPAC2 agonist = -13%	aSyn yeast inh = -5%	DRD3 antagonist = -9	EPAC2 antagonist = 2%	FUS yeast rescue = -19%	DRD3 agonist = 1	Abeta yeast res = -1%

SMILES: O=C(COC(=O)c1ccc(F)c(S(=O)(=O)N2CCOCC2)c1)c1ccccc1
  TDP-43 yeast inh = 7%	EPAC2 agonist = 0%	aSyn yeast inh = 4%	DRD3 antagonist = 34	EPAC2 antagonist = 1%	FUS yeast rescue = -22%	DRD3 agonist = -5	Abeta yeast res = -6%

Carrying on:
smiles	TDP-43 yeast inh	EPAC2 agonist	aSyn yeast inh	DRD3 antagonist	EPAC2 antagonist	FUS yeast rescue	DRD3 agonist	Abeta yeast res
O=C(NC1CCCc2ccccc21)c1ccc([N+](=O)[O-])cc1 (stereo not given)	-6%	-2%	-2%	-3	-7%	0%	-4	14%
O=C(c1ccc2ccccc2c1)C1CCCN(C(=O)c2cccnc2)C1 (stereo not given)	-3%	15%	-1%	-17	-3%	27%	-4	-1%
COc1ccc2c(c1)c(=O)oc1c(C)c(OC(C)C(=O)N[C@@H](Cc3c[nH]c4ccc(O)cc34)C(=O)O)ccc12 (stereo not given in full)	10%	-11%	1%	-19	-24%	?	13	-9%
O=C(NCc1ccc(-c2csnn2)cc1)C1CC1	-6%	-4%	3%	11	2%	-5%	4	0%
CC(=O)Nc1ccc(NC(=O)c2cc(S(=O)(=O)N3CCCCC3)ccc2C)cc1	11%	10%	-8%	-12	4%	-1%	0	6%
COc1ccc(NC(=O)CCNC(=O)c2ccco2)cc1S(=O)(=O)N(C)C	19%	1%	-1%	8	7%	-7%	4	-12%
COc1ccc(NC(=O)c2cc(=O)[nH]c3ccccc23)cc1	-2%	1%	-5%	-20	3%	25%	9	9%
CN1/C(=C/C=C(C#N)C#N)C(C)(C)c2ccccc21	-9%	112µM*	-1%	4	228%[activator]	-32%	-7	4%
CC(C)(C)OC(=O)N1CCC(C(=O)N2CCCCCC2)CC1	0%	10%	17%	0	2%	-2%	7	12%
CC(C)(C)c1ccc(C(=O)NC(=S)Nc2nc3c(s2)CCCC3)cc1	-19%[0.397 µM]	7%	-3%	-4	-8%	7%	0	-4%
Cc1cccc(N(NC(=O)C(C)(C)O)C(=O)c2ccccc2)c1	6%	12%	1%	-6	-1%	-12%	-4	14%
CC(CCc1ccccc1)NC(=O)COC(=O)C12CC3CC(CC(Br)(C3)C1)C2 (stereo not given)	-16%	-1%	10%	18	-1%	34%	2	?
CCOC(=O)c1cc(-c2ccccc2C)n(Cc2cc(C)no2)n1	28%	3%	2%	232	-1%	-5%	59*	15%
O=C(NNC(=S)NCc1ccco1)c1ccccc1Br	18%	-3%	3%	1	-12%	-3%	-4	-9%
Cc1[nH]c2ccccc2c1/C=C/C(=O)c1ccncc1	-3%	13%	0%	-6	-10%	29%	1	33%
CCc1ccc(C(=O)Nc2cc(S(=O)(=O)N3CCOCC3)ccc2N2CCOCC2)cc1	-4%	13%	-9%[1.84 µM]	-6	-17%	2%	3	8%
COc1ccccc1N1CCN(C(=O)c2oc3ccccc3c2C)CC1	-16%	-6%	1%	0	0%	-1%	-15	-2%
CC(=O)c1cc(C(c2csc(C(C)=O)c2)c2csc(C(C)=O)c2)cs1	14%	9%	4%	-7	7%	7%	9	13%
Cc1ccc(S(=O)(=O)NCCC(=O)OCC(=O)N2CCCC2=O)cc1C	-2%	10%	-4%	-13	9%	0%	-12	?
CCn1ncc(/C=C/C(=O)C2CC2)c1C	-18%	8%	-2%	-20	20%	17%	-11	-10%
O=C(CN(Cc1ccc(F)cc1)C(=O)Cn1nnc2ccccc21)NCC1CCCO1 (stereo not given)	-11%	0%	4%	-21	6%	4%	3	9%
C#CCOCCOCCOCCNc1nc(N2CCN(C(=O)CCCCCCCCCCNC(=O)Cn3cc(C[C@@H](C)O)nn3)CC2)nc(N2CCN(C(=O)CCCCCCCCCCNC(=O)[C@@H](CCC(=O)O)n3cc(CCCCCN)nn3)CC2)n1	9%	15%	-9%	24	3%	?	4	-7%
Cc1cccc(NC(=S)Nc2ccc(Cl)c(Cl)c2)c1	4%	6%	-56%[inhibitor]	-12	0%	28%	4	1%
Cc1ccc(NC(=O)c2oc3ccccc3c2NC(=O)C2CCCO2)cc1C (stereo not given)	?	9%	-2%	8	-7%	36%	1	4%
Cc1cc(C)n(-c2nc3c(c(=O)[nH]c(=O)n3C)n2CC(O)COc2ccccc2C)n1 (stereo not given)	0%	9%	1%	-7	-5%	13%	2	5%
CCOC(=O)c1cnc(SCc2nc(N)nc(Nc3ccc(OC)cc3)n2)nc1N	4%	5%	/	39	-11%	8%	2	20%
COc1ccc2cc(OC)c(C(=O)N3CCOCC3)cc2c1	18%	5%	-1%	5	0%	-4%	2	3%
CSc1ccc(C2c3c(-c4ccccc4O)n[nH]c3C(=O)N2Cc2ccncc2)cc1 (stereo not given)	14%	/	/	/	/	25%	6	3%
COc1ccccc1CNC(=O)c1[nH]c(C)c(C(C)=O)c1C	-1%	0%	0%	13	0%	18%	29	14%
CC(=O)c1cccc(NC(=O)c2c(C)nn(-c3ccccc3)c2Cl)c1	17%	1%	-15%	24	-8%	/	-6	-19%
COc1ccc(-c2cc(C(=O)N3CCc4ccccc4C3)no2)cc1OC	28%	12%	10%	16	-4%	18%	15	2%
NC1=NC(=O)NC1(c1ccccc1)c1ccccc1	25%	0%	-2%	11	1%	/	3	-3%
CN(C(=O)COC(=O)c1cncc(Br)c1)C1CCS(=O)(=O)C1 (stereo not given)	10%	1%	9%	14	5%	0%	9	-13%
CNC(=O)c1nc(C)n(-c2ccc([N+](=O)[O-])cc2)n1	-5%	4%	2%	9	-11%	7%	10	-2%
Cc1ccc(S(=O)(=O)N(C)C)cc1NC(=O)COC(=O)COc1ccc2c(c1)CCC2	-35%	6%	-6%	-7	-2%	15%	-11	6%
Cc1c(C(=O)Nc2c(F)cccc2F)sc2ncn(Cc3ccccc3F)c(=O)c12	9%	/	/	/	/	14%	8	12%
COc1ccc2c(c1)C[C@]1(C)c3ccccc3C(=O)N(Cc3ccccc3)[C@H]21	26%	9%	8%	4	-14%	9%	3	6%
COc1ccccc1C(=O)NCCC(=O)NCC(c1ccccc1OC)N1CCCC1 (stereo not given)	-21%	6%	-2%	0	20%	-14%	1	7%
O=Cc1nccc2ccccc12	9%	5%	10%	0	10%	/	5	-5%
COc1cccc(NC(=O)N2CCN(c3cccc(C)c3)C(C)C2)c1 (stereo not given)	23%	0%	0%	26	-7%	11%	6	?
Cc1cc(Cl)ccc1NS(=O)(=O)c1ccc2c(c1)CCN2S(C)(=O)=O	?	/	/	/	/	18%	-7	-8%
COc1ccc(NC(=O)c2ccc(NC(=O)CN3CCN(c4ccccc4O)CC3)cc2)cc1	9%	12%	-3%	-14	3%	4%	-2	1%
COc1ccc(C(=O)C2CCN(CC(=O)Nc3cc(C)cc(C)c3)CC2)cc1	-21%	17%	-9%	-11	7%	?	-16	5%
CC(=O)N1CN(CCCn2ccnc2)Cc2c1sc1c2CCCC1	18%	-2%	9%	-12	5%	-8%	-6	-1%

These rows are one share of the data (hit frequency here may not be typical).
